GalR3 antag = human GalR3 antagonism. O60755. HEK293 GalR3-CNG cAMP membrane potential fluorescence; galR3 body fused to GalR1 C-terminus. inhibition, % at 3 µM. hit rate 0.44% among 360,000. AID 651719;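 active = inhibition above the screen-wide average plus 3 SD, cut at about 13% in these data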;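 note: forskolin and galanin both at EC90 stimulate the cells; cAMP rise reported by CNG channel membrane potential dye signal; 0% = forskolin plus galanin with DMSO and 100% = forskolin alone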
IDE cell activ = boosts human insulin-degrading enzyme activity in HEK cells; P14735; FAbeta-B cleavage, fluorescence polarization; 0% vehicle, 100% cell-free pure enzyme wells; activation, % at 5.96 µM; hit rate 0.073% among 340,000; AID 493087;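 active = activation above the mean of all tested compounds plus 3 SD, set per screening campaign, cut at about 17% in these data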
M4 PAM = positive allosteric modulators of human muscarinic M4 receptor. hit rate 0.4% among 360,000. AID 624126. activation, % at 3 µM. CHO-K1 hM4/Gqi5, Fluo-8 calcium fluorescence, ACh EC20; 0% = ACh EC20, 100% = maximal ACh;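 active = activation above its plate's cutoff, the mean activation of sample wells plus 3 SD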; note: some results filed as inactive read as strong as hits
CRFBP-R2 agonist = CRF-BP/CRF-R2 complex agonism; HEK293 CRF-R2/CRF-BP, calcium dye fluorescence (FLIPR); percent of saturating CRF peptide response; activation, % at 13.2 µM; hit rate 0.46% among 350,000; AID 588473;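 active = activation of at least 50%, plus an integration ratio under a set limit after plate pattern correction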;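 note: plate controls were neutral control wells without compound for no effect and CRF at EC100 for full effect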
p-CIP stab down = p/CIP protein destabilization. Q05BA5. F442A p/CIP-EGFP cells, EGFP fluorescence, 16 h. decrease of EGFP signal, % at 10 µM. hit rate 0.01% among 290,000;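 active = EGFP signal decrease of at least 30% at 10 µM or well 3 SD below plate mean, unless failing retest; inactive = the rest, including hits failing retest or dose response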; note: some compounds called inactive have numbers as strong as hits; many of its hits are not listed in these tables
PHOSPHO1 inh = inhibitors of human PHOSPHO1 phosphatase; inhibition, % at 13.3 µM; Q8TCT1; AID 1565; hit rate 1.1% among 290,000; recombinant PHOSPHO1, absorbance phosphatase assay; in the data active = inhibition above about 60%
Target sequence (Q8TCT1 whole entry, looked up): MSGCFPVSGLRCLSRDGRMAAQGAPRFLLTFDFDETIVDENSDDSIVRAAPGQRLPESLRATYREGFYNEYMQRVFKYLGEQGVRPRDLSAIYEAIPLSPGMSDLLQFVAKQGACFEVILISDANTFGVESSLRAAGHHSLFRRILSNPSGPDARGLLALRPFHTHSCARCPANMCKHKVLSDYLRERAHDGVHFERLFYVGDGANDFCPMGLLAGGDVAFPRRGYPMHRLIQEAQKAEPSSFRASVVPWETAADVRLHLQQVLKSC
MEKK3 PB1 HTS = MEKK3-MEK5 PB1 interaction, increase or decrease; AID 1529; binding response (% of control), % at 10 µM; Q99759; hit rate 1.4% among 290,000; bead-based flow cytometry, Alexa488-MEK5 binding to MEKK3; actives lie on both sides; 0 = blocked by unlabeled MEK5, 100 = vehicle;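 active = binding response more than 3 SD above or below the average of its plate-row segment, actives on both sides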;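 note: Alexa488 bead fluorescence after subtracting the streptavidin-only scavenger bead signal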
Target sequence (Q99759 whole entry, looked up): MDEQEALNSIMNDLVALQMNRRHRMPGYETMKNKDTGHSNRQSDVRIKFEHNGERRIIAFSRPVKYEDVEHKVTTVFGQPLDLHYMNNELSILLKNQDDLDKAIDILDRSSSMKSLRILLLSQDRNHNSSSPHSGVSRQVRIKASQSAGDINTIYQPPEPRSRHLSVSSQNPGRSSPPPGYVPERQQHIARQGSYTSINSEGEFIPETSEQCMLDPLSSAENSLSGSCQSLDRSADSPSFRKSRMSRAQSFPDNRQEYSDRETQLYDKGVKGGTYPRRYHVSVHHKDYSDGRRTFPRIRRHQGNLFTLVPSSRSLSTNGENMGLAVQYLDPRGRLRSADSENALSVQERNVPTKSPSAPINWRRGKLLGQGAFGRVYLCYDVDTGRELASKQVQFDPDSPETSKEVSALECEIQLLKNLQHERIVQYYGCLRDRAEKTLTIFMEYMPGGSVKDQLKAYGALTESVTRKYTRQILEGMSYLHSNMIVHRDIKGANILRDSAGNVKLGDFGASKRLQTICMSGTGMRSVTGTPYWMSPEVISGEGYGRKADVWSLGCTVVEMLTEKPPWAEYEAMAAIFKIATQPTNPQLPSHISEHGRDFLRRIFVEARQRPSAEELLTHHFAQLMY
CRFR2-BP antag = antagonists of CRF-binding protein/CRF-R2 receptor complex; HEK293 CRF-R2/CRF-BP, CRF-induced calcium fluorescence; inhibition, % at 11.8 µM; hit rate 0.59% among 350,000;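 active = inhibition of the ligand-induced calcium signal above about 50% at the single tested concentration, limit read from the data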
IDE inh = inhibitors of human insulin-degrading enzyme in cells; P14735; HEK cells, FAbetaB cleavage, fluorescence polarization; inhibition, % at 5.59 µM; hit rate 0.41% among 320,000; AID 434962;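 active = percent inhibition above the average of all tested compounds plus 3 SD, set per screening campaign, cut at about 16% in these data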;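 note: IDE supplied by intact live HEK cells; FP after avidin binding of uncleaved biotin substrate so inhibition keeps polarization high; 0% = DMSO wells and 100% = 60 µM reference IDE inhibitor Ii1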
Numbers without * were called inactive; · = not tested or not shown.

SMILES	GalR3 antag	IDE cell activ	M4 PAM	CRFBP-R2 agonist	p-CIP stab down	PHOSPHO1 inh	MEKK3 PB1 HTS	CRFR2-BP antag	IDE inh
CC(=O)Nc1ccc(S(=O)(=O)Nc2ccc(-n3cnnn3)cc2)cc1	1	0	-6	0.1	·	·	·	4	-3
Cn1ncc(Br)c1NC(=O)CSc1ccc(Cl)cc1	-6	-1	-5	0.6	1	3	97	6	2
N/C(=N\OC(=O)c1ccccc1Br)c1cccc([N+](=O)[O-])c1	-15	0	3	-6.4	-6	10	101	-14	5
COc1ccc(C2C=C(c3ccc(C)c(C)c3)Nc3ncnn32)c(OC)c1OC (stereo unspecified)	1	-6	3	0.4	-18	-7	100	10	-1
COc1nc(Nc2cccc(C)c2)nc(N2CCCCC2)n1	-3	2	-13	-1.6	-7	35	·	5	0
CCOc1ccc(Nc2cc(C)nc(-n3nc(C)cc3C)n2)cc1	3	0	3	-2.7	-19	2	103	-6	-2
CCOc1ccc2oc(=O)cc(CN3CCN(C(=O)c4ccco4)CC3)c2c1	0	5	13	0.5	-3	14	101	-8	0
CC1(C)NC(=O)N(CC(=O)N2CCN(c3cccc(C(F)(F)F)c3)CC2)C1=O	-5	1	9	4.3	·	·	·	8	-5
O=S(=O)(NC1CC1)c1ccc(S(=O)(=O)N(Cc2ccccn2)C2CCCC2)cc1	-7	-4	-15	-1.9	1	26	101	24	1
COCCN(C(=O)c1ccco1)C(C(=O)NC1CCCC1)c1cccs1 (stereo unspecified)	-6	8	1	-1.2	-16	-10	76	4	2
CCn1c(=O)c(=O)[nH]c2cc(C(=O)N(C)Cc3ccc(OC)c(F)c3)ccc21	2	1	-1	-0.9	6	26	101	-3	-2
CN(C)c1ccc(C2CC(=O)OC3=C2C(=O)CC(C)(C)C3)cc1 (stereo unspecified)	0	2	-5	-1.7	5	32	102	22	-1
CCc1cc(=O)oc2cc(OCC(=O)NCc3ccccn3)ccc12	-1	-2	8	-0.1	-10	28	100	-1	-6
COc1ccc(CCNC(=O)Cc2c(Cl)cccc2Cl)cc1	-8	-6	-1	-0.3	-28	-2	103	5	-1
O=C(NC(=S)Nc1nc(-c2ccccc2)cs1)c1cccnc1	-1	1	1	1.8	-11	-17	97	-11	4

The closing two records of the part before are carried over, then new ones follow.
SMILES	GalR3 antag	IDE cell activ	M4 PAM	CRFBP-R2 agonist	p-CIP stab down	PHOSPHO1 inh	MEKK3 PB1 HTS	CRFR2-BP antag	IDE inh
COc1ccc(CCNC(=O)Cc2c(Cl)cccc2Cl)cc1	-8	-6	-1	-0.3	-28	-2	103	5	-1
O=C(NC(=S)Nc1nc(-c2ccccc2)cs1)c1cccnc1	-1	1	1	1.8	-11	-17	97	-11	4
O=C1C=C(CCc2ccccc2)CCC1	-3	·	-1	21	·	·	·	9	·
OCCN(Cc1ccccc1)Cc1ncccc1O	-6	2	2	0.9	·	·	·	-2	·
Cc1ccc(NC(=S)N2CCCC2)cc1C	-2	4	-3	-0.3	-15	27	98	6	·
CCN(CC)CCn1c(C)nc2c(sc3nc4c(cc32)COC(C)(C)C4)c1=O	·	·	·	0.2	2	45	93	-4	2
CC1=CCC2C(=O)N(c3ccccc3OC(=O)c3ccccc3F)C(=O)C2C1 (stereo unspecified)	-3	4	-1	-1.7	-3	15	100	25	-1
CN1CCN(C(=O)CCN2C(=O)c3ccccc3C2=O)CC1	0	3	4	1.3	-2	5	99	-15	-2
CCc1ccc2c(c1)cc(CN(C(=S)Nc1cccc(C)c1)C1CC1)c1nnnn12	0	2	10	4.4	5	30	102	19	-3
Cn1nnc(NC(=S)NC(=O)c2cccc3ccccc23)n1	-1	-3	2	1.1	8	17	99	3	-8
CCOc1ccc(-n2c(Cc3cc(=O)[nH]c(=O)[nH]3)nnc2SCc2cccnc2)cc1	2	2	11	·	-18	0	·	·	-1
COc1cc(C(=O)Sc2ccc(C)cc2)cc(OC)c1OC	3	2	-2	-0.6	-1	2	·	2	6
CC(=O)c1cccc(NC(=O)CSc2nc(=O)n(Cc3ccccn3)c3c2CCC3)c1	-3	-3	1	0.9	·	·	·	10	4
Cc1cc(N2CCN(C)CC2)nc2ccc(NC(=O)c3ccc4c(c3)OCO4)cc12	2	-7	10	-0.9	1	-39	103	14	10
COCC1CCN(C(=O)c2ccc3oc(CCCc4ccccc4)nc3c2)C1 (stereo unspecified)	-3	0	-1	-0.2	-14	23	109	-5	1
CCCCNC(=O)N(c1c(N)n(Cc2ccccc2)c(=O)[nH]c1=O)C1CCCC1	-3	-2	-2	2.2	-3	28	92	-12	-3
Cc1ccc(C(=O)NCCN(C)C)c(C)c1	-2	2	5	-0.5	-5	-1	102	1	-8
CC(C)(C)NC(=O)c1ccc(Cn2cc(C(F)(F)F)ccc2=O)cc1	-6	6	-1	2.1	-7	28	100	-47	4
Cc1cc(Oc2ccc(C)c(Cl)c2)nc(SCC(=O)c2ccccc2)n1	-10	0	-5	10	-8	1	100	-8	7
COc1cc(/C=C/C(=O)Nc2ccc(OC)c(S(=O)(=O)N3CCOCC3)c2)ccc1OCC#N	-4	-3	2	0.1	·	·	·	0	2
Cc1ccccc1C(=O)NC1CCN(C(=O)NCc2ccccc2)CC1	-9	-6	-3	1.6	7	15	102	-5	6
Cn1nc(C(=O)N2CCN(c3ccccc3F)CC2)c2c1-c1ccccc1S(=O)(=O)C2	-9	2	-4	20	4	30	104	-11	4
COc1ccccc1-c1csc2ncnc(Sc3nnnn3C)c12	-6	2	4	-2.1	·	·	·	5	2
O=C(NNC(=S)NC(=O)c1ccco1)c1ccc(F)cc1	-3	5	6	9.1	-11	-29	100	0	9
Cc1ccc(S(=O)(=O)CCC(=O)OCC(=O)c2cc(C)n(C)c2C)cc1	-4	14	-5	-0.8	·	·	·	3	-1
Cc1ccc(Nc2ccc(C(=O)N3CCCC3)cn2)c(C)c1	-4	10	5	-0.5	2	7	108	1	1
CCc1ccccc1NC(=O)C1CCCN(c2nn3c(=O)cc(C)nc3s2)C1 (stereo unspecified)	-6	4	-9	-1.0	-1	28	98	-5	0
S=C1NCN(Cc2ccco2)CN1Cc1ccco1	0	1	-4	0.2	-11	20	100	-18	-1
COc1ccc(CCNC(=O)COC(=O)/C=C/c2ccc3c(c2)OCO3)cc1	-4	8	5	0.9	·	·	·	9	8
CCOc1ncccc1C(=O)NCc1ccccc1F	-2	2	3	-3.1	10	29	96	2	-3
Cc1ccc2nc(CCl)[n+]([O-])c(-c3ccccc3)c2c1	-10	3	-4	-0.6	-7	-1	101	3	1
CCOc1ccccc1CN1CCC(n2nccc2NC(=O)C2CCCC2)CC1	-7	2	-1	-0.6	-5	10	102	-11	9
COC(=O)C(C)N1CCC(=O)c2ccccc2S1(=O)=O (stereo unspecified)	-3	-1	5	0.0	6	-5	106	6	4
CCC(=O)Nc1ccc(S(=O)(=O)Nc2ncccn2)cc1	-4	0	-8	-0.5	-12	9	108	3	-5
Cc1ccc(C(=O)CSc2nnc(-c3ccco3)n2Cc2ccccc2)cc1	-7	2	-2	2.1	-14	-52	103	1	8
Nc1nnnn1/N=C/c1ccccc1C(F)(F)F	-2	-5	13	-0.4	-3	34	105	-4	2
CCc1ccc2[nH]c3nc(C)cc(C)c3c(=O)c2c1	-5	-16	-2	0.1	-5	-1	99	-4	14
COCCNC(=S)N/N=C(\C)c1ccc(C)c([N+](=O)[O-])c1	-1	3	2	-1.5	-11	3	89	-9	-5
CN(C)/C=C(/C(=O)c1ccc(Cl)c(Cl)c1)c1nnnn1-c1ccccc1	-4	5	-2	-0.7	8	42	95	-9	2
Cc1cc(C)n(C(=O)c2cc3c(s2)CCCC3)n1	-4	-2	3	0.7	-6	23	104	1	6
COc1ccc(CNCCSc2nnnn2C)cc1OC	-5	3	3	-0.5	-2	12	102	27	7
CCOc1cc(/C=N\NC(=O)c2ccc(C)nc2)cc([N+](=O)[O-])c1O	-6	-3	6	-2.0	-3	33	99	16	-1
CS(=O)(=O)N(CC(=O)Nc1ccc2c(c1)OCO2)Cc1ccccc1	4	4	0	-2.3	-7	18	99	3	1
COc1cc(CNn2c(C)n[nH]c2=S)cc(Cl)c1OCC(=O)NC(C)(C)C	1	3	-2	0.0	3	-106	99	-1	0
CCNS(=O)(=O)c1ccc(NC(=O)c2cc(C(F)(F)F)nn2C)cc1	-1	-1	-3	-1.4	-12	26	111	9	-1
O=C(CSc1nnc2c(n1)[nH]c1ccc(S(=O)(=O)N3CCOCC3)cc12)Nc1ccc(F)c(F)c1	-5	2	5	-0.8	15	4	104	22	-1
COc1cccc(N2CCN(CC(=O)NC(=O)NC3CCCCC3)CC2)c1	-2	-1	1	-1.2	·	·	·	0	·

Structural class, the compounds so far with fluorine
SMILES	GalR3 antag	IDE cell activ	M4 PAM	CRFBP-R2 agonist	p-CIP stab down	PHOSPHO1 inh	MEKK3 PB1 HTS	CRFR2-BP antag	IDE inh
CC1(C)NC(=O)N(CC(=O)N2CCN(c3cccc(C(F)(F)F)c3)CC2)C1=O	-5	1	9	4.3	·	·	·	8	-5
CCn1c(=O)c(=O)[nH]c2cc(C(=O)N(C)Cc3ccc(OC)c(F)c3)ccc21	2	1	-1	-0.9	6	26	101	-3	-2
CC1=CCC2C(=O)N(c3ccccc3OC(=O)c3ccccc3F)C(=O)C2C1 (stereo unspecified)	-3	4	-1	-1.7	-3	15	100	25	-1
CC(C)(C)NC(=O)c1ccc(Cn2cc(C(F)(F)F)ccc2=O)cc1	-6	6	-1	2.1	-7	28	100	-47	4
Cn1nc(C(=O)N2CCN(c3ccccc3F)CC2)c2c1-c1ccccc1S(=O)(=O)C2	-9	2	-4	20	4	30	104	-11	4
O=C(NNC(=S)NC(=O)c1ccco1)c1ccc(F)cc1	-3	5	6	9.1	-11	-29	100	0	9
CCOc1ncccc1C(=O)NCc1ccccc1F	-2	2	3	-3.1	10	29	96	2	-3
Nc1nnnn1/N=C/c1ccccc1C(F)(F)F	-2	-5	13	-0.4	-3	34	105	-4	2
CCNS(=O)(=O)c1ccc(NC(=O)c2cc(C(F)(F)F)nn2C)cc1	-1	-1	-3	-1.4	-12	26	111	9	-1
O=C(CSc1nnc2c(n1)[nH]c1ccc(S(=O)(=O)N3CCOCC3)cc12)Nc1ccc(F)c(F)c1	-5	2	5	-0.8	15	4	104	22	-1

Bioassay records as filed in PubChem.
